Bioassay records as filed in PubChem.
SIRT5 inh: SIRT5 desuccinylase inhibitors, primary screen, biochemical, fluorescence imaging, single point, set 5; inhibition, % at 15 µM; Purified SirT5, succinyl-peptide AMC, trypsin-coupled fluorescence; hit rate 1.1% among 330,000; NAD-dependent protein deacylase sirtuin-5, mitochondrial (Homo sapiens), Q9NXA8; AID 652115, 2013; in the data active = inhibition above about 15%; inconclusive = no clear call, values can overlap the other calls
Target sequence (Q9NXA8 whole entry, looked up): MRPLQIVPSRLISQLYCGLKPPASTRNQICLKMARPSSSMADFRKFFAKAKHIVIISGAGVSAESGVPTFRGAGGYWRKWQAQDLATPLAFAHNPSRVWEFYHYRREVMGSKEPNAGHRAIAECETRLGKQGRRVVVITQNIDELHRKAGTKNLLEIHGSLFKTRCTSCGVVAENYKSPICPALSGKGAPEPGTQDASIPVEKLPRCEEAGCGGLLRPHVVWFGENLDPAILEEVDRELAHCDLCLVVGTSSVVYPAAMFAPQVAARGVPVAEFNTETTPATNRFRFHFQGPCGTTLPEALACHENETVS
ERp5 inh: inhibitors of ERp5-driven insulin aggregation, primary screen, biochemical, turbidity, absorbance 650 nm, single point; Protein disulfide-isomerase A6 (Homo sapiens), Q15084; 90 min; inhibition, % at 9.99 µM; hit rate 0.05% among 350,000; AID 651711, 2012;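 active = mean replicate inhibition above about 25%, with every replicate also reaching it, limit read from the data, passing the limit was not always enough; inconclusive = only one of those two criteria met; inactive = neither criterion met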
Target sequence (Q15084 whole entry, looked up): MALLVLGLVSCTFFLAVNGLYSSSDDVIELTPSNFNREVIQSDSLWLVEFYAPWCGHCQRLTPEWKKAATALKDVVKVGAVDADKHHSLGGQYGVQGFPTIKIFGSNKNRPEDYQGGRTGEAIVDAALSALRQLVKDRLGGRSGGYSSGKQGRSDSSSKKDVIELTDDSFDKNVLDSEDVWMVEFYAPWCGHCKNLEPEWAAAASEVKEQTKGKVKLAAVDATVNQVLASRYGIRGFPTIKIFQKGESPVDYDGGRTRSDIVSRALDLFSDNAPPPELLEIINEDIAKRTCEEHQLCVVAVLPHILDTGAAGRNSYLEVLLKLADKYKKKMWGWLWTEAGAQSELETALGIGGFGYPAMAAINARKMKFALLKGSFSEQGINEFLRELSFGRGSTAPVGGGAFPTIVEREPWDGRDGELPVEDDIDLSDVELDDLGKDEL
E-selectin induc: E-selectin induction in HUVECs, primary screen, imaging, HUVEC, immunofluorescence imaging, single point; activation, % at 7.58 µM; normalized: neutral wells 0, TNF-alpha wells 100; hit rate 0.37% among 260,000; P16581; AID 686992, 2013;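 active = mean E-selectin-positive cell signal at least 10% of the positive control, reached in at least 60% of replicates, without over 20% cell loss; inconclusive = no rule given, readout overlaps actives, possibly toxicity-flagged; inactive = the rest, including those meeting only one limit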;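 note: in these data hits start at about 27%; measured in HUVEC primary endothelial cells; signal is the percent of cells scored E-selectin positive by PE staining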
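Assay system: HUVEC, human umbilical vein endothelial cells / Amount: 3,000 HUVEC/well / Controls: TNF-alpha positive control, DMSO neutral control / Compound dosing: single concentration / Medium: EGM-2 over gelatin coat / Evaluation: percent E-selectin-positive cells / Signal: immunofluorescence imaging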
DENV2 CPE rescue: inhibitors of DENV2 cytopathic effect, primary screen, cell-based, plate reader, single concentration | CPE inhibition, % at 9.99 µM | hit rate 1.7% among 350,000 | DENV2-infected cells, cytopathic effect rescue; in the data active = CPE inhibition above about 20%, passing the limit was not always enough; inconclusive = no clear call, values can overlap the other calls; tested in BHK-21 cells;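 note: 0% = median of neutral control wells and 100% = median of positive control wells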
S100A4 MyoIIA: inhibitors of S100A4-myosin IIA peptide binding, primary screen, biochemical, fluorescence polarization, TAMRA-MyoIIA peptide | inhibition, % at 10.7 µM | AID 652163, 2013 | Protein S100-A4 (Homo sapiens), P26447 | hit rate 0.14% among 360,000;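 active = mean inhibition of at least 70% across replicates, with every replicate also reaching that level; inconclusive = mean inhibition reaches 70% but some replicates fall short; inactive = mean inhibition below 70%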
Target sequence (P26447 whole entry, looked up): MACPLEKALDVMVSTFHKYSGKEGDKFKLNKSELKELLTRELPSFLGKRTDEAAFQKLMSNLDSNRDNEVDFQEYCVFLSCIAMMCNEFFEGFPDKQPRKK
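assay system = human S100A4 monomer with TAMRA-labelled myosin IIA peptide | also added = labelled myosin peptide probe, 5 nM | incubation = 5 min between mix addition and reading | control set = DMSO and TFP controls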
PglD DTNB: C. jejuni PglD acetyltransferase inhibitors, primary screen, biochemical, DTNB colorimetric, single point. UDP-N-acetylbacillosamine N-acetyltransferase PglD (Campylobacter jejuni). purified PglD enzyme, DTNB colorimetric CoA detection. inhibition, % at 12.5 µM. hit rate 0.098% among 360,000; in the data active = inhibition above about 16%, passing the limit was not always enough; inconclusive = no clear call, values can overlap the other calls; note: strong numbers were not always called active
Statin myotox sup: suppressors of statin myotoxicity in C2C12 myotubes, primary screen, cell-based, single point, plate reader; C2C12 myotubes + simvastatin, ATP luminescence, 48 h; scaled: DMSO 0, geranylgeraniol control 100; rescue of ATP level, % at 7.49 µM; hit rate 0.78% among 330,000;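 active = mean ATP rescue above about 67%, or every replicate alone reaching that limit, limit read from the data, passing the limit was not always enough; inconclusive = no clear call, values can overlap the other calls; inactive = mean under the limit and some replicate under it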;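 note: myotubes were challenged with 10 µM simvastatin during compound exposure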
* = called active by the depositor; ? = inconclusive; / = not tested or not shown; & = joins results of further samples.

Values run as follows: SIRT5 inh, ERp5 inh, E-selectin induc, DENV2 CPE rescue, S100A4 MyoIIA, PglD DTNB, Statin myotox sup
CCOC(=O)c1nn(-c2ccccc2)c(=O)cc1SC1CCCCC1
  0.3, -5.3, -0.1, 1.8, 3.1, /, /
COC(=O)c1ccc2nc(NC(=O)CCS(=O)(=O)c3ccccc3)sc2c1
  -1.1, 1.8, 0.2, ?, 0.7, 0.9, -3.7
O=C(N/N=C/c1ccc(Cl)cc1Cl)c1cccc(N2CCCC2=O)c1
  -1.9, 3.4, /, 16.2, -0.7, 0.1, -18.8
CCCCN1C(=O)c2cccc3cc(O)cc(c23)C1=O
  -1.5, 2.9, /, -3.4, 2.8, 0.4, /
COc1cccc(CN2C[C@@H]3N[C@H](C2)C3c2ccc(-c3ccccc3F)cc2)c1 (stereo not given in full)
  5.1&8.3, 5.0&-0.6, 0.1&-0.1, 0.3&-5.2, 0.3&-2.1, /, /
Cc1ccc(S(=O)(=O)Oc2ccc(/C=C(/NC(=O)c3ccccc3)C(=O)NC(C)C(=O)O)cc2)cc1 (stereo not given)
  -4.3, -0.4, 2.8, 2.1, -1.1, /, /
CCC(=O)N(C)C[C@@H]1Oc2cc(-c3cccnc3)ccc2S(=O)(=O)N([C@H](C)CO)C[C@@H]1C
  -1.6, 0.0, 0.3, 2.8, 6.6, 0.4, -2.3
COc1ccc(CN2[C@@H](CO)[C@@H]3c4ccccc4N(C(=O)Nc4ccccc4)C[C@@H]32)cc1
  -0.1, 2.2, 0.1, -9.9, -2.5, 7.6, -0.8
Cn1nnc2cc(C(=O)Nc3ccccc3F)ccc21
  -1.1, 1.8, /, 7.8, -1.4, /, -6.7
COc1cccc(-c2cnc3c(c2)C(=O)N([C@@H](C)CO)C[C@@H](C)[C@@H](CN(C)CC2CCOCC2)O3)c1
  0.2, -1.8, 0.3, -0.9, 4.6, 1.9, 11.8
C[C@@H]1CN([C@@H](C)CO)C(=O)c2cc(NS(=O)(=O)c3ccc(F)cc3)ccc2O[C@H]1CN(C)Cc1ccc(Cl)c(Cl)c1
  6.0, -0.6, -18.0, 0.7, 21.2, 0.6, 26.2
CCOc1ccccc1C(=O)NCC(=O)N(C)CC(=O)Nc1ccc(N2CCOCC2)cc1
  /, 5.8, 0.0, -0.4, -0.2, -0.2, -3.1
COC(=O)[C@H](Cc1ccccc1)NC(=O)NCc1ccc(C)cc1
  -0.1, 3.0, 0.1, 1.5, 3.5, -1.3, 8.4
CCc1ccc(CN(C)C(=O)c2cc(COc3cc(C)c(Cl)c(C)c3)on2)nc1
  -1.1, 2.3, /, 5.6, 2.2, -1.3, 18.2
O=C(NCCN1CCOCC1)c1ccc(NC(=O)c2ccc(Br)o2)cc1
  -2.6, -0.4, 8.5, 3.7, -0.2, /, /
COc1ccc(CN2CCNC(=O)C2CC(=O)NCCN2CCCCC2=O)c(F)c1 (stereo not given)
  4.9, -11.4, -0.2, 1.7, 10.3, -1.4, 14.4
OC1CCCN(CC(O)COc2ccc(-c3ccccc3)cc2)C1 (stereo not given)
  -7.3, 3.9, /, -5.3, 14.1, 3.5, -13.3
O=C(C[C@@H]1C[C@H]2c3cc(NS(=O)(=O)c4ccccc4)ccc3O[C@H]2[C@@H](CO)O1)NCC1CC1
  1.4, -6.1, 0.0, -2.1, 6.9, 4.6, -5.3
CCn1c(CC(=O)Nc2ccc(F)cc2)nnc1SCC(=O)NC1=NCCS1
  10.0, 0.9, 0.0, -4.0, -0.1, 8.3, 8.1
C=C(C)C(=O)Nc1nnc(-c2ccccc2C)s1
  2.0, -5.9, -0.1, -0.8, 30.9, /, /
O=C(NC(NC(=S)Nc1ccccc1C(=O)O)C(Cl)(Cl)Cl)c1ccco1 (stereo not given)
  1.2, 4.8, /, -1.9, 20.1, /, /
CC(C)(C)Cc1c(-c2ccc(C#N)cc2)nc2c(Cl)cc(C(F)(F)F)cn12
  -2.7, 4.8, 0.5, -7.7, 4.4, 1.7, 10.2
CN(C)CCNC(=O)c1cccc2c(-c3ccc(F)c(F)c3)coc12
  /, -2.1, 0.0, -4.2, -4.2, -6.5, -5.6
COc1cccc(CNC(=O)CCS(=O)(=O)c2ccc3c(c2)oc(=O)n3C)c1
  -1.1, -3.1, /, 1.6, 0.0, 1.7, -5.9
Cc1ncc(CO)c2cc(C(=O)Nc3ccccc3Cl)c(=Nc3cccc(C(N)=O)c3)oc12
  0.1, 2.8, /, 3.9, -4.9, 4.8, -20.3
CN1CC(=O)N(CC(=O)Nc2cc(Cl)cc(Cl)c2)C1=O
  -4.0, 3.0, 0.5, 5.9, 0.4, /, /
C[C@@H]1CCCCO[C@H](CN(C)S(=O)(=O)c2cccs2)[C@@H](C)CN([C@@H](C)CO)C(=O)c2cc(NC(=O)Nc3ccc(C(F)(F)F)cc3)ccc2O1
  5.9, 10.1, 0.2, -0.2, -3.2, 3.9, -42.8
O=C(NCc1ccco1)c1ccc(CNc2c(N3CCCCC3)c(=O)c2=O)cc1
  0.9, 1.4, -0.7, -5.3, -0.8, 0.4, -6.3
Cc1cccc(NC(=O)CN(C)S(=O)(=O)c2ccc(-c3ccc(=O)[nH]n3)s2)c1C
  -2.0, -3.5, /, -5.2, -1.8, -0.6, -7.7
Cc1nc2ccccn2c1C(=O)NN=C1CCCC1
  -0.3, -3.2, /, 9.4, -7.7, /, /

The listing continues.
Values run as follows: SIRT5 inh, ERp5 inh, E-selectin induc, DENV2 CPE rescue, S100A4 MyoIIA, PglD DTNB, Statin myotox sup
CCOCCCNc1ncnc2c1nc1n2CCCC1
  -1.0, 2.5, /, -2.2, -4.0, 7.6, -12.6
CCOCCCNC(=O)C(NC(=O)c1ccc2c(c1)OCO2)c1ccc(Cl)cc1 (stereo not given)
  -0.6, 0.8, /, 6.5, -1.0, /, 16.4
Cc1cc(=O)[nH]c(SCc2cc(=O)n3nc(C)sc3n2)n1
  1.3, 1.1, 1.6, -2.0, 0.2, -1.1, -13.0
CC(=O)c1cccc(-c2ccnc3c2CC(C(=O)NCCC(F)(F)F)O3)c1 (stereo not given)
  -2.0, -6.1, -0.2, ?, -13.2, -2.7, -11.6
Cc1noc(C)c1C(=O)Nc1ccc(F)cc1
  -4.3, 5.6, 0.7, 3.2, 1.6, -4.0, 1.6
CC(C)c1ccc(OCc2ccc(C(=O)O)o2)cc1
  -1.4, 3.1, /, -3.0, -3.8, 7.9, /
O=C(CN1CCN(C(=O)c2c(F)cccc2F)CC1)Nc1ccccc1C(F)(F)F
  -5.2, -0.2, /, 2.0, -2.8, 4.2, 9.5
C[C@H]1CN([C@@H](C)CO)C(=O)c2cccc(NS(C)(=O)=O)c2O[C@H]1CN(C)Cc1ccc2c(c1)OCO2
  9.8, -4.2, -0.3, 6.0, 2.6, -2.6, -9.4
Cc1nc2ccccc2c(=O)n1-c1ccc(NS(=O)(=O)c2ccc(F)cc2F)cc1
  -2.0, -4.8, 0.0, 2.8, -3.1, 3.3, -13.5
Cc1ccc(OCCNC(=O)c2ccccc2O)cc1
  -6.5, 5.5, 0.2, 1.0, -13.5, 0.9, 9.3
Cc1ccc(-c2ccc([C@@H]3[C@H](CO)N4CCCCN(Cc5ccccn5)C[C@@H]34)cc2)cc1
  /, /, -0.3, /, /, 8.5, 8.1
O=C(NCCCN1CCCC1=O)c1cc(S(=O)(=O)N2CCN(c3ccccc3)CC2)ccc1Cl
  -1.8, 2.5, 1.0, -2.1, 8.5, 4.1, 7.4
O=C(C[C@@H]1C=C[C@H](NC(=O)C2CCOCC2)[C@@H](CO)O1)NCCc1cscn1
  5.7, -6.0, 0.1, 12.4, -6.2, 0.4, 4.6
O=C(OCC(=O)N1CCN(c2ccccc2)CC1)c1cccs1
  -3.2, -2.2, 0.6, -6.2, 8.1, 2.4, 10.6
CCCCN(C1CCS(=O)(=O)C1)S(=O)(=O)c1ccc(OC)c(OC)c1 (stereo not given)
  -2.6, -3.6, -0.2, 1.6, 3.4, -0.9, -2.3
O=C(NC1CCC1)[C@@H]1[C@@H](CO)[C@@H]2Cn3c(ccc(-c4ccncc4)c3=O)[C@H]1N2CC1CC1
  -0.5, 1.5, -1.8, 1.0, 3.8, -3.9, 2.4
O=C(O)CCCCCCCCCCC1CCC(O)C1O (stereo not given)
  -6.4, -3.7, -1.7, 2.9, -2.0, -1.0, -0.4
COc1ccccc1C(=O)Nc1nnc(CCc2ccccc2)s1
  -0.6, 1.8, /, -8.2, -1.9, 11.9, -44.5
COc1cc(CNn2cn[nH]c2=S)cc(Br)c1OCc1ccccc1F
  -0.5, 0.3, /, -2.7, 3.9, /, /
COc1ccc(/C=N/NC(=O)c2cccnc2)cc1CN1CCOCC1
  -0.1, /, /, -4.0, -1.9, 4.9, -2.1
CC1CCN(C(=O)c2ccc(CS(=O)(=O)Cc3ccccc3)cc2)CC1
  -5.0, 5.2, -0.2, -0.8, -1.1, 4.0, /
COC(=O)C[C@@H]1CC[C@@H](NS(=O)(=O)c2cccc(OC)c2)[C@@H](CO)O1
  /, -2.6, 0.3, 4.4, -2.0, /, /
COc1cccc(/C=C2\SC(=S)N(CCCC(=O)N3CCOCC3)C2=O)c1
  -0.3, -0.6, /, -2.1, 0.9, -5.4, 11.0
C[C@@H]1CN([C@@H](C)CO)C(=O)c2cc(NC(=O)Cc3ccccc3)ccc2O[C@@H](C)CCCCO[C@@H]1CN(C)S(=O)(=O)c1ccccc1
  11.5, -0.8, /, -0.2, -1.0, -1.2, /
C[C@@H](NC(=O)[C@@H]1N[C@@H]2c3ccc(C4=CCCCC4)c(=O)n3C[C@@H]2[C@H]1CO)c1ccccc1
  -13.5, -5.8, -0.2, 9.5, -5.8, -1.7, -4.8
CC(C)C[C@H]1CN([C@@H](Cc2ccc(O)cc2)CN2CCC[C@@H]2CN2C(=S)NC[C@@H]2Cc2ccccc2)C(=S)N1CCc1ccccc1
  -0.8, 0.0, 0.1, 6.2, -3.9, -4.5, -11.5
O=C(c1cnn2c(C(F)F)cc(-c3ccccc3)nc12)N1CCSCC1
  /, /, 1.1, /, /, 4.6, 2.0
CCN(CC(=O)Nc1c(F)cccc1F)C(=O)c1ccc(C(F)(F)F)cc1
  -3.4, 1.7, -0.1, 6.4, -1.3, -0.7, 5.9

Complete entries, quoted from the list. Screens in order: SIRT5 inh	ERp5 inh	E-selectin induc	DENV2 CPE rescue	S100A4 MyoIIA	PglD DTNB	Statin myotox sup
Cc1ccc(-c2ccc([C@@H]3[C@H](CO)N4CCCCN(Cc5ccccn5)C[C@@H]34)cc2)cc1 reads /	/	-0.3	/	/	8.5	8.1
COc1cc(CNn2cn[nH]c2=S)cc(Br)c1OCc1ccccc1F reads -0.5	0.3	/	-2.7	3.9	/	/
CCOCCCNc1ncnc2c1nc1n2CCCC1 reads -1.0	2.5	/	-2.2	-4.0	7.6	-12.6
COC(=O)C[C@@H]1CC[C@@H](NS(=O)(=O)c2cccc(OC)c2)[C@@H](CO)O1 reads /	-2.6	0.3	4.4	-2.0	/	/
COC(=O)[C@H](Cc1ccccc1)NC(=O)NCc1ccc(C)cc1 reads -0.1	3.0	0.1	1.5	3.5	-1.3	8.4

Some of the compounds tested, so the mix of outcomes need not match the whole.
